m-calpain inh – calpain II (pig) inhibition; purified calpain II, fluorogenic peptide substrate, 30 min; 220,000 compounds, 0.37% hits; inhibition, % at 16 µM;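 active means inhibition above about 50%, limit read from the data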
p47phox inh – blocks human p47phox regulatory protein of NADPH oxidases | P14598 | p47phox/p22phox peptide binding, fluorescence polarization, 2 h | inhibition, % at 24.7 µM | 220,000 compounds, 0.53% hits | AID 1274;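 active means inhibition above about 30%, limit read from the data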;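 further: 0% = p47phox with labelled peptide and 100% = labelled peptide alone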
EBV gp42 block – EBV gp42 inhibition; 220,000 compounds, 0.42% hits; Fluorescence polarization binding assay, mP read-out; Q1HVG2; inhibition, % (tested at 21.74 µM); in the data active means inhibition above about 50%
p97 ATPase inh – inhibitors of human p97 ATPase; P55072; recombinant p97 ATPase, Kinase-Glo ATP luminescence, 3 h; inhibition, % at 8 µM; 220,000 compounds, 0.42% hits; AID 1481; in the data active means inhibition above about 15%;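 further: 0% = DMSO vehicle and 100% = wells lacking enzyme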
Target sequence (P55072 whole entry, looked up): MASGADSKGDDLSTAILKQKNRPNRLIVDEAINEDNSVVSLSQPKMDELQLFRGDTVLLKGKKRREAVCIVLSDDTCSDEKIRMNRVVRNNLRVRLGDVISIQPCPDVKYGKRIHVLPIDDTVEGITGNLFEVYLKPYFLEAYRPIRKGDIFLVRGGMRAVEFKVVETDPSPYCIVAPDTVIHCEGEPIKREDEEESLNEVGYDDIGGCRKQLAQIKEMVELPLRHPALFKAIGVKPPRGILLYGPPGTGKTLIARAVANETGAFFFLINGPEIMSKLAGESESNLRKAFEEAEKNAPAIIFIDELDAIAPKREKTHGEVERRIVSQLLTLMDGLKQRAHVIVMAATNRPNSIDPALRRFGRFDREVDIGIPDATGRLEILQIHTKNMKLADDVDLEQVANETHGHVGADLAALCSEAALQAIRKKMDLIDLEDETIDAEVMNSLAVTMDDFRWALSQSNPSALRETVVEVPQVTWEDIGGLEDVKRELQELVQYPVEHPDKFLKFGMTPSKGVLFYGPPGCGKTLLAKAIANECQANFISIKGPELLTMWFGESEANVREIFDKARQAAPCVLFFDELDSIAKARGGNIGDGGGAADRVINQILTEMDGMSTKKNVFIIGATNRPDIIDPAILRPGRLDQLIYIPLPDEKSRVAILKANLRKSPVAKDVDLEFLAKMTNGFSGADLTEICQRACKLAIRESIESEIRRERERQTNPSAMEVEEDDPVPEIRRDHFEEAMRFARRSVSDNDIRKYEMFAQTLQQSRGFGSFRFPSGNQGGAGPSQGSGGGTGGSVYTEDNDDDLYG
Tb hexokinase – blocks Trypanosoma brucei hexokinase 1 activity; AID 1430; recombinant TbHK1, G6PDH-coupled NADH A340; 220,000 compounds, 0.11% hits; inhibition, % at 10 µM;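 active means inhibition of 50% or more in the single-dose primary screen; inactive means inhibition below 50%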
Furin inhibitor – inhibitors of human furin. purified furin, fluorogenic substrate cleavage. inhibition, % at 30 µM. 220,000 compounds, 0.061% hits. AID 463115. P09958; in the data active means inhibition above about 25%; further: inactives centre near -15
RBBP9 inh – human RBBP9 hydrolase inhibition; O75884; recombinant RBBP9, FP-Rh probe fluorescence polarization; inhibition, % at 7.94 µM; 220,000 compounds, 0.2% hits;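 active means inhibition above the campaign mean of all tested compounds plus 3 SD, cut at about 14% in these data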;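 further: plate controls were DMSO wells with RBBP9 for no effect and wells lacking RBBP9 protein for full effect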
Target sequence (O75884 whole entry, looked up): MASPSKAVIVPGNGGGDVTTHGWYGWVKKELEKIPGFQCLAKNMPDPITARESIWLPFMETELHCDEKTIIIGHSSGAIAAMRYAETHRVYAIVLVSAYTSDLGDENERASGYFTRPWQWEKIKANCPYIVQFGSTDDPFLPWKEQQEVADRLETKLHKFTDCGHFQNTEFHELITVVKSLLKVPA
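Test system: recombinant human RBBP9. Quantity: 2.5 µM RBBP9 dispensing solution, before mixing. Detection: FP readout at 525/598 nm. Reagent: Serine-hydrolase probe FP-Rh, 375 nM pre-mixing. Measure: % inhibition. Control set: DMSO-treated enzyme wells and wells lacking RBBP9. Buffer or medium: Tris-NaCl-Pluronic buffer, pH 8.0. Times: preincubation 30 min plus labeling 45 min at 25 °C.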
Runt-CBFb FRET – inhibitors of human RUNX1 Runt domain binding to CBFb. Q01196+Q13951. Cerulean-Runt/Venus-CBFb FRET ratio 530/480, 1 h. inhibition, % at 20 µM. 220,000 compounds, 0.46% hits. AID 1496;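 active means inhibition over about 50% at 20 µM in the single-dose screen, limit read from the data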;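 further: 0% = DMSO wells and 100% = excess unlabeled CBFb competitor control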
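Assay system: Cerulean-Runt domain / Medium: Tris 50 mM pH 7.5, KCl, K2SO4, 0.01% BSA / Timing: protein complex preformed 1 h, compound exposure 1 h, room temperature, dark / Measured by: FRET, excitation 422 nm, emission at 530 and 480 nm / Evaluation: loss of energy transfer signal / Control set: 5 µM unlabeled CBFb as full-inhibition high control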
Runt-SMMHC FRET – blocks binding of human RUNX1 Runt domain to CBFb-SMMHC | Cerulean-Runt/Venus-CBFb-SMMHC FRET ratio 530/480, 1 h | inhibition, % at 20 µM | 220,000 compounds, 0.74% hits;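 active means mean inhibition across duplicate retests at 20 µM reaching about 50%, limit read from the data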;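 further: 0% = DMSO wells and 100% = wells with excess untagged CBFb-SMMHC; inhibitors lower the FRET ratio by blocking Runt binding to CBFb-SMMHC; some results filed as inactive read as strong as hits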
Starred values were filed as active, the others as inactive; . = no result given; [ ] = remark or other dose.

Structure	EBV gp42 block	p97 ATPase inh	Runt-CBFb FRET	Furin inhibitor	Tb hexokinase	Runt-SMMHC FRET	RBBP9 inh	m-calpain inh	p47phox inh
CC(=O)Nc1ccc(S(=O)(=O)NC(C(=O)O)C(C)O)cc1 (centres undefined)	-9	7	-1	-16	-7	0	1	-22	-11
CCCN(C#N)c1nc(NCC)nc(NC(C)C)n1	-4	2	0	-17	0	3	-9	52*	-2
CCOC(=O)c1nnn2c1nc(N1CCOCC1)c1ccccc12	-7	3	-1	-17	25	-2	-9	11	-12
N#Cc1cnn(Cc2ccc(Cl)cc2)c1N	-3	6	2	-17[20 µM]	3	6	5	15	-5
CC(C)(C)CC(=O)Nc1ccc(S(=O)(=O)N2CCCC2)cc1	-10	2	3	-10	-3	0	-7	5	-3
CCOC(=O)c1sc2nc(C)nc(SCC(=O)NC(C)CCc3ccccc3)c2c1C (centres undefined)	-119	7	-4	-11	17	-15	-5	-11	-34
Cn1cc(C(=O)N/N=C/c2cc(Br)cs2)c2ccccc21	-11	11	3	-18	-8	2	-2	-27	-14
COc1ccccc1N1CCN(CCc2n[nH]c(=S)n2-c2ccccc2)CC1	-6	-6	4	-16	-2	-1	-12	13	-11
N#Cc1nc(COc2ccccc2Cl)oc1NCc1cccnc1	0	3	2	-10[20 µM]	6	-4	0	-22	0
O=C(CSc1nnc(Cc2cc(=O)[nH]c(=O)[nH]2)n1-c1ccc(F)cc1)N1CCCCC1	3	4	3	-25	0	-4	-6	-7	-4
COC(=O)c1ccccc1NC(=O)COC(=O)c1ccc(C)c(NC(=O)c2ccco2)c1	-14	-6	0	-10	30	0	3	-45	-32
N#CC1=C(N)N2C(=C(C#N)C13CCCCC3)SC1CCCCC12O (centres undefined)	18	4	0	-17	-4	0	-11	11	-7
COc1ccc(CCNc2cc(C)nc3c(-c4ccc(Cl)cc4)c(C)nn23)cc1OC	13	-6	-4	10	-10	-2	-9	-22	-7
Fc1ccc(Oc2nccc(-c3ccc(Cl)cc3)n2)cc1	0	-1	-3	-25[20 µM]	1	-7	0	-5	-5
CCOC(=O)c1sc2nc(C)nc(Nc3ccccc3)c2c1C	2	7	-6	-22	-7	-4	-5	-53	-6
COc1ccc(NS(=O)(=O)c2ccc(Oc3ncccn3)cc2)cc1	-11	-5	-3	6	9	5	-9	4	1
Clc1ccc(OCc2nc(-c3ccncc3)no2)c(Cl)c1	6	-3	-3	-27[20 µM]	0	-2	-5	-38	5
COc1ccc(C(=O)N2CCOC2CNC(=O)C(=O)NCc2ccc(Cl)cc2)cc1 (centres undefined)	-2	-4	-2	-15	0	-3	-13	-18	-8
CCCCCC(=O)Nc1cccc(C2=NOC3(C2)C[C@H](C(N)=O)N(C(=O)c2ccccc2)C3)c1 (some centres undefined)	-12	.	-2	-27	-11	2	.	20	-19
C/C(=N\NC(=O)c1ccc2c(c1)OCO2)c1ccc(C(=O)O)s1	-21	5	2	-16	-47	-5	0	-22	-9
CC(C)(C)NC(=O)C(c1cccs1)N(CC1CCCO1)C(=O)Cn1nnc(-c2cccs2)n1 (centres undefined)	-2	-3	1	-20	7	-1	1	11	-24
CCN(CC)C(=O)CSc1nc2ccc(NC(=O)CSc3nccn3C)cc2s1	-7	0	3	-17[20 µM]	-3	2	-1	-38	-23
Cc1ccc(NCC(=O)N=Nc2c(O)n(C)c3ccccc23)cc1	-12	-4	1	10	-15	-6	-8	20	-2
COC(=O)c1nn(-c2ccc(OC)cc2)c(=O)cc1Oc1cccc(Cl)c1	-1	-3	1	-19	-7	0	-6	-20	-12
c1ccc(-c2nnc(SCCC3OCCCO3)o2)cc1	17	-3	-1	-19[20 µM]	-8	0	-9	20	3

Profiles, looked up by structure. Order of screens: EBV gp42 block | p97 ATPase inh | Runt-CBFb FRET | Furin inhibitor | Tb hexokinase | Runt-SMMHC FRET | RBBP9 inh | m-calpain inh | p47phox inh
`CC(C)(C)NC(=O)C(c1cccs1)N(CC1CCCO1)C(=O)Cn1nnc(-c2cccs2)n1` (centres undefined) in the list: -2 | -3 | 1 | -20 | 7 | -1 | 1 | 11 | -24
`COc1ccccc1N1CCN(CCc2n[nH]c(=S)n2-c2ccccc2)CC1` in the list: -6 | -6 | 4 | -16 | -2 | -1 | -12 | 13 | -11

Other entries:
Structure	EBV gp42 block	p97 ATPase inh	Runt-CBFb FRET	Furin inhibitor	Tb hexokinase	Runt-SMMHC FRET	RBBP9 inh	m-calpain inh	p47phox inh
O=C(N/N=C/c1cccnc1)c1ccc([N+](=O)[O-])cc1Cl	-14	-1	-2	-12[20 µM]	1	-3	-8	-9	-5
CCN(C(=O)CSc1nnc(-c2ccncc2)n1C)C1CCS(=O)(=O)C1 (centres undefined)	-9	-3	0	-19[20 µM]	1	-5	-7	-16	-20
CCOc1ccc(N(CC(=O)NCC2CCCO2)S(=O)(=O)c2ccc(OC)c(OC)c2)cc1 (centres undefined)	-6	1	-2	-7[20 µM]	-6	2	-1	2	0
O=C(CSc1nnnn1-c1ccc(Cl)c(C(=O)O)c1)NC(c1ccccc1)c1ccccc1	-4	-2	1	-18	-3	-1	0	37	-6
O=C(NCCNc1ccc([N+](=O)[O-])cc1C(F)(F)F)c1ccccc1F	-14	-2	-1	-15	-11	0	-7	15	3
Cc1cc(C)cc(Oc2ccc(-c3nnc(-c4ccccc4)o3)cc2[N+](=O)[O-])c1	2	3	-1	-8	0	4	2	-2	3
Cc1sc(C(C2C(=O)CC(C)(C)CC2=O)C2C(=O)CC(C)(C)CC2=O)cc1[N+](=O)[O-]	-10	4	20	-14	-1	20	-2	-2	-7
Cc1ccc(C)c(OCCCC(C)(C)C(=O)O)c1	1	3	0	-11	1	-2	-6	10	1
CSc1nnc2c3ccccc3n(CCc3ccccc3)c2n1	-23	-1	-3	-29	-3	2	-7	27	0
CCOc1cc(C2NC(=O)NC(O)(C(F)(F)F)C2C(=O)c2ccc(OC)cc2)ccc1O (centres undefined)	1	-4	4	-7	4	2	4	-24	-15
CC1CCN(C(=S)c2ccc(N(C)C)cc2)CC1	-7	3	2	-18	-2	-2	2	20	-8
COC(=O)c1ccccc1NC(=S)N(C)C	-3	5	-4	-16	-9	-1	1	3	-13
O=C(Cn1cc2c(n1)CCCCC2)NC1CCCCCC1	-14	0	1	3	6	2	3	11	24
O=C(NCCSCc1ccco1)Nc1cccc(Cl)c1	4	0	1	-16[20 µM]	8	-1	-6	2	2
COc1ccc(OCCCC(=O)Nc2nc(C)c(C(C)=O)s2)cc1	-4	-6	2	-9	0	0	-2	0	-8
Cc1ccc(C)c(Cn2c(=O)n(CCC(=O)NCc3ccco3)c(=O)c3ccccc32)c1	-15	-1	-3	-14	3	7	-3	-20	-4
O=C1CC(c2ccccc2)c2c(O)cc(O)cc2O1 (centres undefined)	-2	7	-1	-6[20 µM]	-2	-1	-7	26	0
Cc1nc2cc(C(=O)O)ccc2n1C1CCCCC1	-16	-6	-1	-16[20 µM]	-6	3	-9	-1	-4
Cc1nn(C)c2ncc(C(N)=O)c(Oc3cccnc3)c12	-18	10	1	-16	-7	-1	0	-1	-12
Cc1ccnc(NC(=O)C2CCC(CNc3c(N4CCCC4)c(=O)c3=O)CC2)c1 (centres undefined)	-10	8	-1	-28	-8	0	1	5	-5
Cc1cccc(N(CC(=O)N/N=C/c2ccc(OCC(=O)NCc3ccco3)cc2)S(C)(=O)=O)c1C	1	-3	-4	-12[20 µM]	-10	-3	-8	-5	-5
O=C(Nc1cccnc1)c1cc(-c2ccccc2)on1	2	1	-3	-20[20 µM]	4	3	-1	-8	-7
O=C(Oc1nsnc1N1CCOCC1)c1ccccc1	-12	3	2	-9[20 µM]	-7	0	1	24	2
Cc1ccc2cc(C#N)c(N3CCCC3)nc2c1C	.	3	18	-10[20 µM]	4	53*	0	.	.
CCCN1C(=O)C2(SC(NC(C)=O)=NN2C(C)=O)c2cc(C)ccc21 (centres undefined)	13	2	0	-15	-8	2	-7	-32	-22
Cc1ccc(C)c(S(=O)(=O)NC(C)C(=O)Nc2ccc(-c3nc4ccccc4s3)cc2)c1 (centres undefined)	-3	-5	-1	-19[20 µM]	-19	-4	-12	-66	-14
CCOC(=O)C1CCN(Cc2nc3ccccc3c(=O)n2-c2ccc(F)cc2)CC1	-13	-3	4	-6[20 µM]	-1	-1	-5	-4	-13
O=C(NN1C(=O)c2ccccc2NC12CCCCC2)c1ccccc1	4	-1	.	-30	-10	6	0	-20	-5
COc1cccc(/C=N/NC(=O)C(=O)NCc2cccnc2)c1O	4	-7	-4	5	31	-1	4	3	-3
O=C1Nc2ccc(Cl)cc2C12Nc1ccccc1-c1nnc(SCc3ccccc3F)nc1O2 (centres undefined)	102*	-3	-3	1	7	-5	-1	-42	-45
COc1ccc(CCNC(=O)C(=O)NCc2ccc(Cl)cc2)cc1OC	-10	0	0	-3	-2	4	-6	-21	5
N/C(CC(=O)Nc1ccc(F)c(Cl)c1)=N\OC(=O)c1cccs1	-17	9	1	-14	-5	-4	7	6	-10
COc1ccc(C2(C(=O)c3ccccc3)C(=O)c3ccccc3C2=O)cc1	-2	3	26	-14	-24	-3	-5	-16	-9
O=c1c2c(-c3ccccc3)csc2ncn1/N=C/c1ccc(O)c([N+](=O)[O-])c1	0	2	0	-29	-27	0	-1	56*	.
O=C(CC(=O)N/N=C/c1cccs1)NCc1ccccc1	9	1	.	-3	-6	4	-1	-20	5
O=C(Cc1ccccc1)NNC(=O)C1CCCC1	-13	4	1	-32	5	0	1	-11	1
COc1ccc(C2=NN(C3=NN=C(N)Cc4ncnn43)C(O)(C(F)(F)F)C2)cc1 (centres undefined)	-14	6	1	-22	0	-3	-8	-133	-11
Cc1ccc(S(=O)(=O)NCCC(c2ccccc2)c2ccccc2)cc1C(=O)O	11	-8	-2	-3	2	0	-10	-54	-11
O=C(Nc1nnc(SCC(=O)N2CCCCC2)s1)C1CCCCC1	-29	1	3	-13[20 µM]	0	2	0	-10	-5
COCCNC(=O)C(c1ccc(C)o1)N(C(=O)c1snc(C(N)=O)c1N)c1cc(C)cc(C)c1 (centres undefined)	-7	-2	-7	-11	15	3	-5	-125	-12
COC(=O)C(CCSC)NC(=O)c1cc2c(n(-c3ccc(C)cc3)c1=O)CCCC2=O (centres undefined)	-12	1	-3	-12	-21	-1	0	-33	0
COC(=O)/C=C1/SC(=NC(=O)c2ccccc2)NC1=O	-25	4	6	-11	-47	-3	-5	-11	-4
Nc1nn2c(-c3ccccc3)cc(=O)[nH]c2c1N=Nc1ccc(O)cc1	47	0	6	-5	-2	-5	-1	24	-79
COc1ccc(NC2CC(=O)N(c3cccc(C)c3)C2=O)cc1 (centres undefined)	0	-1	-4	0[20 µM]	-4	-4	-3	-14	5
C/C(=N/NC(=O)c1ccoc1C)c1cccc(NC(=O)C2CC2)c1	2	-8	1	-19	20	1	1	15	-12
Cc1ccc2nc(NCc3ccccc3)c(C=NCc3ccccc3)c(=O)n2c1	-11	0	-6	-1	-15	0	-6	-12	-6
Cc1ccc2nc(C)cc(OCC(=O)O)c2c1	0	2	-2	-35	7	-5	-14	-22	-2
